# Myeloid diff MLP: promotes myeloid progenitor differentiation; ER-HoxA9 myeloid progenitors, lysozyme-GFP differentiation, flow cytometry; calls only at 10 µM; 1% of 360,000 active;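 active = normalized GFP-positive differentiation at or above the plate's own cutoff, the solvent-only control mean plus 3 SD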;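 also: cells exposed to compound for four days before flow analysis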
# LYP inhibition: PTPN22 lymphoid phosphatase activity blockers – biochemical, fluorescence intensity, uHTS (AID 1779); recombinant LYP phosphatase, fluorescence intensity; higher % means a stronger effect; inhibition, % at 11.5 µM, or IC50 in µM where a hit was titrated; 0.054% of 290,000 active;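 also: plate controls were vehicle with enzyme for no effect and no enzyme for full effect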
# XIAP displacement: small molecules displacing peptide from XIAP – biochemical, IAP family, fluorescence polarization (AID 1018) | XIAP BIR domain, fluorescence polarization peptide displacement; higher % means a stronger effect | 0.007% of 200,000 active | displacement, % at 20 µM; hits with a dose series show IC50 in µM; in the data active = displacement above about 50%; also: a part of the inactive calls stands beside numbers as strong as those of hits
# CSM14.1 death rescue: rescue of cells from ER stress-induced death, primary screen, 384-well, CSM14.1, thapsigargin, ATP luminescence (AID 1222). 190,000 tested, under 10 active. CSM14.1 thapsigargin-induced death rescue, ATP luminescence; higher % means a stronger effect. cellular ATP content (survival), % at 20 µM, or EC50 in µM where a hit was titrated;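 active = EC50 below 50 µM in the dose-response confirmation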;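 also: death triggered by thapsigargin at about 15 µM added after 2 h compound pretreatment; cell ATP read after overnight thapsigargin exposure of roughly 18 to 22 hours; normalized against plate controls of thapsigargin alone and 5% DMSO vehicle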
# M17LAP inhibition: P. falciparum M17LAP inhibitors, primary screen, biochemical, fluorogenic H-Leu-NHMec substrate, 1536-well (AID 1619); inhibition, % at 30 µM, or IC50 in µM where a hit was titrated; recombinant M17LAP, H-Leu-NHMec fluorogenic kinetic assay; higher % means a stronger effect; 0.38% of 220,000 active;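 active = compound inhibiting the enzyme by more than half at any dose during confirmatory dose-response retesting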;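 also: plate controls were full reaction with DMSO carrier for no effect and no enzyme background for full effect; strong numbers were not always called active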
# human PMI inhibitors: MPI inhibition at elevated mannose 6-phosphate – biochemical, fluorescence intensity, high mannose 6-phosphate, primary screen (AID 1220) | recombinant PMI enzyme, coupled fluorescence intensity; higher % means a stronger effect | inhibition, % at 20 µM; hits with a dose series show IC50 in µM | 0.66% of 190,000 active
# TNAP activation fold: stimulation of alkaline phosphatase TNAP activity – biochemical, luminescent, no phosphate acceptor, uHTS, primary screen (AID 1001); purified TNAP, luminescent activation assay, no phosphate acceptor; higher activation fold means a stronger effect; activation fold at 20 µM, or EC50 in µM where a hit was titrated; 0.03% of 200,000 active; in the data active = activation fold from about 3, or a potency from the dose series; inactive = the rest, 99 in 100 with activation fold below about 1.6; also: many of its hits are not listed in these tables
# M1AAP inhibition: P. falciparum M1AAP inhibitors, biochemical, fluorogenic H-Leu-NHMec substrate, 1536-well (AID 1445); recombinant M1AAP, H-Leu-NHMec fluorogenic kinetic assay; higher % means a stronger effect; inhibition, % at 30 µM, or IC50 in µM where a hit was titrated; 0.42% of 220,000 active;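 active = primary inhibition above the hit cutoff, then over 50% inhibition at one or more dose response concentrations, cut at about 23% in these data, passing the limit was not always enough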;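 also: plate controls were DMSO full reaction for no effect and no enzyme background for full effect; strong numbers were not always called active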
# human PMI inhibition: MPI enzyme activity inhibition – biochemical, fluorescence intensity, coupled assay, primary screen (AID 1209). purified PMI enzyme, coupled fluorescence intensity; higher % means a stronger effect. inhibition, % at 20 µM; hits with a dose series show IC50 in µM. 0.42% of 190,000 active;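 also: plate controls were DMSO vehicle for no effect and wells lacking substrate for full effect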
# Myeloid diff MLP GFP+ MAC1+ %: second read-out of Myeloid diff MLP, no call of its own (marks repeat the call); GFP+ MAC1+ double positive, %; measured here: differentiation confirmed by MAC1 staining
# Numbers without * were called inactive; i = inactive; / = not tested or not shown. Rule as the data show it, unless noted: active = inhibition above about 50%; inactive = the rest.
SMILES,Myeloid diff MLP,Myeloid diff MLP GFP+ MAC1+ %,LYP inhibition,XIAP displacement,CSM14.1 death rescue,M17LAP inhibition,human PMI inhibitors,TNAP activation fold,M1AAP inhibition,human PMI inhibition
O=C(CCN1C(=O)c2ccccc2C1=O)Nc1ccc(F)cc1,i,0.6,-1.4%,-4.5%,/,2.5%,14.0%,1,17.1%,18.3%
Cc1onc(-c2ccccc2)c1C(=O)NC(CC(=O)O)c1ccc(OC(C)C)cc1 (stereo not drawn),i,0.7,-3.0%,-9.0%,0.6%,6.9%,8.9%,1,-1.0%,9.5%
COc1ccccc1NC(=O)CC1Nc2ccccc2NC1=O (stereo not drawn),i,2.7,-0.9%,-8.5%,-1.5%,9.1%,1.0%,1.1,-15.5%,-2.5%
Cc1cc(=O)oc(C)c1C(=O)OCC(=O)c1ccc(Br)cc1,i,0.7,-3.0%,-23.0%,-1.8%,15.9%,1.3%,1,10.8%,4.2%
Cc1cc(C)nc(-n2nc(C)cc2Nc2ccccc2)n1,i,1.2,-1.2%,-0.5%,-2.3%,0.9%,-0.6%,1,2.0%,3.8%
CN(C)C(=O)NC(O)C(Cl)Cl (stereo not drawn),/,/,-3.4%,-3.8%,-1.0%,21.0%,-7.7%,1.1,5.8%,2.8%
Cc1ccc2c(c1)C(=O)CC1(CCC(C(C)(C)C)CC1)O2 (stereo not drawn),i,1.0,-3.6%,/,/,-3.5%,/,/,-2.4%,/
COc1cccc(-n2c(C)nc3c(cnn3-c3ccc(C)cc3)c2=O)c1,i,0.8,-4.1%,-1.6%,-1.8%,6.3%,7.4%,1.1,1.3%,6.5%
COc1ccc(C2=NN(CC(=O)Nc3ccccc3C)C(=O)CC2)cc1,i,0.6,-5.8%,/,/,-0.9%,/,/,2.7%,/
COc1cc(C(=O)NC2CCCNC2)cc(OC)c1OC (stereo not drawn),/,/,-5.9%,-3.4%,-1.2%,-2.4%,5.9%,1.1,5.9%,10.2%
COC(=O)c1ccc(-c2ccc([C@H]3[C@H]4C=CC[C@@H](C)[C@@H]4C(=O)N3Cc3ccccc3)c(F)c2)cc1,i,0.5,-2.4%,/,/,0.5%,/,/,5.7%,/
CCOC(=O)c1c2n(c3ccc(O)cc13)CCC2,i,1.6,-7.4%,0.1%,5.1%,-0.3%,11.7%,1.1,-2.4%,14.1%
Cc1cc(=O)[nH]c(SCn2nnc3ccccc3c2=O)n1,i,7.1,-6.9%,-3.8%,0.5%,-16.0%,9.1%,1.2,-4.4%,4.3%
CC(=O)c1ccc(NC(=S)N2CCN(C(=S)Nc3ccc(C(C)=O)cc3)C(C)C2)cc1 (stereo not drawn),i,0.5,-3.8%,-8.0%,3.8%,4.0%,3.9%,1.1,0.5%,4.9%
O=S1(=O)NC(=NCCOCCO)c2ccccc21,i,0.2,-8.1%,2.8%,0.2%,-4.1%,15.1%,1.1,0.4%,13.1%
CC(C)COC(=O)c1ccccc1OC(=O)c1ccncc1,i,1.1,-4.0%,-2.6%,-0.2%,-12.0%,-2.6%,1,-0.6%,-2.9%
Cc1cc(C(=O)N2CCc3ccccc32)c2ccccc2n1,i,0.7,-8.8%,-3.0%,1.7%,-1.7%,9.0%,1.1,10.6%,5.9%
Cc1ccc(/C=N/NC(=O)CSc2nc3ccccc3c(=O)n2-c2ccccc2C)s1,i,1.0,4.7%,-5.3%,-1.1%,5.3%,9.1%,1,11.8%,2.3%
COC(=O)C1=NN(C(=O)c2cccc(Cl)c2)C(O)(C(C)(C)C)C1 (stereo not drawn),i,0.6,65.7%*,-3.7%,-1.4%,9.5%,-9.2%,1,33.3%,-15.3%
Cc1[nH]c(=O)[nH]c(=O)c1N(C)C,i,0.6,-2.3%,-3.8%,1.0%,6.4%,-8.0%,1.1,-4.5%,-12.2%
COc1ccc(NS(=O)(=O)c2ccc(-n3nnc4ccccc43)c([N+](=O)[O-])c2)cc1,i,1.6,5.9%,-4.1%,-0.9%,-10.8%,-2.2%,1.1,13.0%,5.2%
CCn1c(=O)c2c(nc3n2CCS3)n(C)c1=O,i,0.6,-4.4%,-6.2%,1.0%,-4.0%,15.0%,1.1,0.1%,12.7%
C=CCN(CC=C)C(=O)c1c(OC)cccc1OC,i,0.5,-2.2%,-0.6%,-0.5%,7.0%,-0.9%,1.1,4.3%,0.5%
Cc1cccc2c1N(CCCOc1ccccc1)C(=O)C2=O,i,0.2,2.1%,1.0%,-6.3%,13.3%,21.5%,1,3.3%,12.8%
CC(C)CCSc1nnc(N)s1,i,0.6,-11.1%,/,/,18.0%,/,/,-0.5%,/

# 3 of the entries above in order of the human PMI inhibition value, ascending.
SMILES | Myeloid diff MLP GFP+ MAC1+ % | LYP inhibition | XIAP displacement | M17LAP inhibition | human PMI inhibitors | TNAP activation fold | M1AAP inhibition | human PMI inhibition
Cc1cc(C)nc(-n2nc(C)cc2Nc2ccccc2)n1 | 1.2 | -1.2% | -0.5% | 0.9% | -0.6% | 1 | 2.0% | 3.8%
CCn1c(=O)c2c(nc3n2CCS3)n(C)c1=O | 0.6 | -4.4% | -6.2% | -4.0% | 15.0% | 1.1 | 0.1% | 12.7%
Cc1cccc2c1N(CCCOc1ccccc1)C(=O)C2=O | 0.2 | 2.1% | 1.0% | 13.3% | 21.5% | 1 | 3.3% | 12.8%

# New compounds follow.
SMILES,Myeloid diff MLP,Myeloid diff MLP GFP+ MAC1+ %,LYP inhibition,XIAP displacement,CSM14.1 death rescue,M17LAP inhibition,human PMI inhibitors,TNAP activation fold,M1AAP inhibition,human PMI inhibition
COc1cc(C(=O)NCC(=O)n2nc(C)cc2C)cc(OC)c1OC,i,0.9,-4.9%,-6.2%,-0.8%,8.4%,8.8%,1.1,-1.0%,15.2%
O=C(C1CCC(CNc2c(N3CCCCC3)c(=O)c2=O)CC1)N1CCCC1 (stereo not drawn),i,0.2,0.8%,/,/,8.1%,/,/,16.7%,/
COc1ccc(-c2nc(CN3CCN(c4cc(C)nc(C)c4)CC3)c(C)o2)c2ccccc12,i,0.8,-10.5%,-10.9%,-2.6%,-30.5%,15.7%,1.1,10.2%,12.9%
COc1cc(NC(=O)COC(=O)c2cnccn2)c(C)cc1[N+](=O)[O-],i,0.4,3.2%,/,/,-4.7%,/,/,7.2%,/
COc1ccc(-c2nn(-c3ccccc3)cc2/C=C/C(=O)N2CCOCC2)cc1OC,i,0.6,1.0%,-14.3%,-0.2%,-1.5%,8.1%,1.2,0.1%,1.3%
Cc1ccc(C2CC(=O)c3cnn(-c4nc(C)cc(C)n4)c3C2)cc1 (stereo not drawn),i,0.1,0.1%,-4.6%,0.1%,2.1%,-4.1%,1.1,6.9%,1.7%
O=C(Nc1cccc(Br)c1)c1ccc(Cl)c(S(=O)(=O)N2CCOCC2)c1,i,8.9,-2.4%,0.0%,0.5%,8.8%,-1.3%,1.1,3.8%,-1.0%
O=C(CSc1nnc(-c2ccccc2Br)o1)Nc1nncs1,i,0.8,-6.8%,-9.0%,-1.8%,-14.9%,0.4%,1,0.0%,-0.8%
COc1ccc(/C(C)=N/NC(=O)c2sccc2-n2cccc2)cc1,i,0.4,5.1%,-3.4%,/,-2.9%,5.6%,1.1,2.4%,-2.3%
CCOC(=O)N1CCN(Cc2nc3ccc([N+](=O)[O-])cc3c(=O)n2-c2cccc(OC)c2)CC1,i,0.0,0.7%,-1.9%,0.2%,-1.4%,6.9%,1.1,4.7%,-1.4%
CCOC(=O)c1ccc(NC(=O)CC2C(=O)N(c3ccc(F)cc3)C(=O)N2CCC(C)C)cc1 (stereo not drawn),i,6.7,1.2%,1.5%,-1.4%,10.4%,14.4%,1.1,0.7%,17.0%
COc1c2c(nc3occc13)C(CC=C(C)C)(OC)C(OC(C)=O)CC2 (stereo not drawn),i,0.6,-4.0%,-2.5%,-2.1%,-1.7%,0.8%,1.1,4.6%,3.1%
COc1ccccc1OCCSc1nnc(C)n1-c1ccccc1,i,0.4,-7.1%,-4.8%,3.7%,-4.7%,-4.1%,1.2,-4.1%,-0.6%
CCOC(=O)N1CCN(C(=O)c2ccc(OC(C)=O)cc2)CC1,i,0.2,-0.8%,-2.3%,-0.1%,4.2%,-16.5%,1,-14.2%,-12.6%
COc1ccc(OC)c(/C(O)=C/C(=O)C(=O)Nc2cc(C)cc(C)c2)c1,i,0.0,2.3%,80.3%,-1.2%,14.9%,-20.0%,1.1,0.5%,-13.9%
CC(C)CN1C(=O)C(=O)N(CC(=O)N2CCC(Cc3ccccc3)CC2)C1=O,i,0.0,-5.7%,1.5%,-1.7%,6.8%,-5.4%,1.1,8.7%,-4.8%
COc1ccc2c(c1)O[C@H](c1ccc3c(c1)OCO3)[C@@H](OC(=O)N[C@H](C)C1CCCCC1)C2=O,/,/,7.4%,-8.7%,-0.4%,-1.3%,9.2%,1.1,-1.0%,10.7%
Cc1ccc2cc3cc(C(=O)N4CCCCC4C)oc3nc2c1 (stereo not drawn),i,0.4,7.6%,-1.5%,2.5%,-5.2%,-4.0%,1.1,-3.2%,-1.1%
O=C(COC(=O)c1cc(S(=O)(=O)N2CCOCC2)ccc1O)Nc1cc(S(=O)(=O)N2CCCC2)ccc1Cl,i,0.4,-7.1%,/,/,8.7%,/,/,5.3%,/
NC(=O)C1CCN(C(=S)NCCc2ccccc2)CC1,i,0.1,-4.7%,1.5%,0.3%,0.6%,5.8%,1.1,4.8%,6.4%
CCC(=O)Nc1cc2c(cc1C(=O)CC)OCCO2,/,/,1.5%,-1.7%,-1.5%,-4.5%,6.2%,1.1,14.0%,5.9%
CN(CC(O)CON=C1c2ccccc2-c2ccccc21)S(=O)(=O)c1ccc(Br)cc1 (stereo not drawn),i,0.6,6.5%,-6.5%,0.6%,-2.2%,11.5%,1.1,1.6%,6.5%
O=C(Nc1nsc(-c2ccccc2)n1)c1ccncc1,i,2.9,-1.0%,-3.3%,-1.7%,6.0%,-6.4%,1.1,-2.7%,-3.4%
Cc1nc2c(F)c(F)c(C(F)(F)F)c(F)c2[nH]1,i,0.8,-6.4%,-4.8%,-0.5%,0.7%,7.0%,1,6.9%,-1.1%
FC(F)C(F)(F)C1=CC(c2ccccc2)=NCCN1,i,0.7,-3.6%,-2.2%,-0.1%,16.6%,6.5%,1,5.6%,-6.4%
O=C(O)CC1c2ccccc2S(=O)(=O)N1Cc1ccccc1 (stereo not drawn),i,3.3,-8.4%,/,/,3.5%,/,/,-0.5%,/
Cc1c(CN2CCC(CO)(Cc3ccccc3)CC2)c2ccccc2n1C,i,0.1,-0.5%,-5.1%,-2.0%,-6.8%,/,1,-7.1%,/
Cn1c(CN2CCOCC2)nc2cc(NC(=O)c3ccccc3Cl)ccc21,i,12.4,-2.0%,-1.6%,/,10.4%,-2.9%,1.1,14.7%,6.5%
O=C(Nc1cccnc1)c1cc(F)c(F)cc1Cl,i,0.3,-5.8%,0.4%,0.5%,9.9%,-2.0%,1.2,10.3%,-8.4%
CCCCNC(=O)Nc1cnn(CC)c1C(N)=O,i,0.8,-1.3%,-8.5%,3.1%,9.3%,20.2%,1,4.1%,20.2%
